Source: PubChem BioAssay (several laboratories)
NSD2 HMT inh: inhibitors of human histone methyltransferase NSD2. NSD2 peptide methylation, AlphaScreen, 120 min. inhibition, % at 12.5 µM. hit rate 0.54% among 310,000. AID 743445; in the data active = inhibition above about 50%
PvdQ inh: blocks Pseudomonas aeruginosa PvdQ acylase activity. purified PvdQ acylase, fluorescence plate reader. inhibition, % at 10 µM. hit rate 0.063% among 340,000. AID 488965; in the data active = inhibition above about 30%, passing the limit was not always enough; inconclusive = no clear call, values can overlap the other calls;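 note: 0% = vehicle neutral wells and 100% = reference inhibitor wells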
Wnt bcat act: Wnt/beta-catenin pathway activation. hit rate 1.2% among 300,000. Wnt/beta-catenin reporter cell assay, activator, plate reader. activation, % at 9.35 µM; in the data active = activation above about 30%, passing the limit was not always enough; inconclusive = no clear call, values can overlap the other calls;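 note: 0% = neutral control wells and 100% = positive control wells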
V-ATPase pHluor: regulators of yeast V-ATPase proton transport; response, % at 10 µM; S. cerevisiae, pHLuorin cytosolic pH fluorescence; hit rate 0.37% among 350,000; in the data active = response mostly above about 7.3%, no sharp cut-off; inactive = mostly below about 5.4%; note: actives read high; inactives centre near 0; some compounds called inactive have numbers as strong as hits; reference of the scale not given here
HTR5A ag ctr: counter-screen for OPRM1-OPRD1 agonists: human HTR5A agonism. P47898. HTR5A agonist assay, luminescence, cell-based. activation, % at 9.3 µM. hit rate 0.61% among 340,000. AID 504692; in the data active = activation mostly above about 9.5%, no sharp cut-off; inactive = mostly below about 7.6%;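 note: 0% = cells with vehicle only and 100% = reference agonist; strong numbers were not always called active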
Target sequence (P47898 whole entry, looked up): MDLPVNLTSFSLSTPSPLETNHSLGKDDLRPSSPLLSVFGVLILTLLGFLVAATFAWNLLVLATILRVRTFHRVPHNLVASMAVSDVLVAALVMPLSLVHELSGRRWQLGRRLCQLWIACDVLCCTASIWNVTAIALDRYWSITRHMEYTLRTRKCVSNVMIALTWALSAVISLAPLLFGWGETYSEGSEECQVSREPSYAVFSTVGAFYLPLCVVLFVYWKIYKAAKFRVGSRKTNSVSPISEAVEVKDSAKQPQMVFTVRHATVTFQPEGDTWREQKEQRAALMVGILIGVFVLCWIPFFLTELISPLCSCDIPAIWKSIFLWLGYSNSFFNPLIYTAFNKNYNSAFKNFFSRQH
dFosB activator: mouse delta FosB homodimer activation; P13346; purified delta FosB, TAMRA-CDK5 oligo fluorescence polarization; percent of positive-control signal above neutral wells; activation, % at 25 µM; hit rate 0.99% among 340,000; AID 493131;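 active = mean activation above about 17%, with every replicate also reaching it, limit read from the data, passing the limit was not always enough; inconclusive = only one of the two conditions met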;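 note: fluorescence polarization rise as delta FosB binds a TAMRA Cdk5 AP-1 oligo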
HTR5A inv ag: inverse agonist of human HTR5A in OPRM1-OPRD1 counter-screen; P47898; HTR5A cell line, luminescence, inverse agonism; inhibition, % at 9.3 µM; hit rate 0.083% among 340,000; AID 504634; in the data active = inhibition mostly above about 23%, no sharp cut-off; inactive = mostly below about 18%;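 note: 0% = cells with DMSO and 100% = no-cell wells with DMSO; some compounds called inactive have numbers as strong as hits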
MITF act: activators of MITF-driven TRPM1 promoter activity in SK-MEL-5 cells | SK-MEL-5 TRPM1-promoter luciferase, 24 h; % of positive control, neutral wells = 0 | hit rate 0.75% among 300,000 | activation, % at 12.5 µM | AID 588334;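 active = mean activation of at least 80% with every replicate also reaching 80%; inconclusive = mean reaches 80% but some replicate falls short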;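 note: 0% = neutral control wells and 100% = parthenolide positive control wells; values of inactives mirror those of a sister screen read the other way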
SR-BI HDL uptake: inhibitors of mouse SR-BI mediated HDL lipid uptake; Q61009; hit rate 0.96% among 320,000; ldlA[mSR-BI] CHO cells, DiI-HDL uptake fluorescence, 3 h; AID 488896; inhibition, % at 12.5 µM;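 active = mean replicate inhibition of at least 70% and a set share of replicates each scoring 70 or more; inconclusive = meets just one of the two criteria; inactive = fails both criteria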;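 note: 0% = median of neutral control wells and 100% = median of positive control wells; values of inactives mirror those of a sister screen read the other way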
Target sequence (Q61009 whole entry, looked up): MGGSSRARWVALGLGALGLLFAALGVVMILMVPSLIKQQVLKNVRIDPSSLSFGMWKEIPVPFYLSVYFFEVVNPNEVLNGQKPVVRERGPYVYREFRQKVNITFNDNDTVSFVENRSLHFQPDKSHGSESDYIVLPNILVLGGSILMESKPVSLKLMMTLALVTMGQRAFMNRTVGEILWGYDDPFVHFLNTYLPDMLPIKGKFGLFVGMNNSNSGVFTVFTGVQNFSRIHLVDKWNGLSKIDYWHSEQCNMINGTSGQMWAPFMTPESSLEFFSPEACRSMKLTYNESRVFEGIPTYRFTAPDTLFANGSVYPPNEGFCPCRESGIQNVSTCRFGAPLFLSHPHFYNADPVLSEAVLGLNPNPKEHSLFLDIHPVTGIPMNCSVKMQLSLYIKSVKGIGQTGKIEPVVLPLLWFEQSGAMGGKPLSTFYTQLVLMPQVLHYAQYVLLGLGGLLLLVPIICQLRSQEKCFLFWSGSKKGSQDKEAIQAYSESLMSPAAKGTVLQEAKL
CDK5 inh: inhibitors of human CDK5/p35 kinase | Recombinant CDK5/p35, ADP-Glo luminescence, 60 min | inhibition, % at 10 µM | hit rate 0.01% among 330,000 | AID 488839;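 active = highest replicate inhibition of at least 50% and at least 75% of replicates reaching 50%; inconclusive = only one of the two criteria met; inactive = both criteria failed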;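 note: plate controls were DMSO neutral control for no effect and GW8510 at 10 µM for full effect; many of its hits are not listed in these tables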
Numbers without * were called inactive; ? = inconclusive; nt = not tested or not shown; & = joins results of further samples.

SMILES	NSD2 HMT inh	PvdQ inh	Wnt bcat act	V-ATPase pHluor	HTR5A ag ctr	dFosB activator	HTR5A inv ag	MITF act	SR-BI HDL uptake	CDK5 inh
CCOC(=O)c1cnc2c(OC)cccc2c1NCc1cccnc1	0	-8	-5	-1	2	-6	-6	-4	0	-9.4
S=C(Nc1cccnc1)Nc1cccc2cnccc12	108*	0	4	4	-1	3	3	-7	8	8.8
CC1=C(C(=O)Nc2ccccc2Cl)C(c2ccc(N(C)C)cc2)NC(=O)N1 (centres undefined)	-4	16	nt	0	4	3	-14	9	-13	-0.6
O=C(N=Nc1c(O)[nH]c2ccccc12)c1cccc(S(=O)(=O)N2CCCCC2)c1	5	-5	-1	0	3	0	-3	0	-37	-0.9
Cc1ccc(/C=N/NC(=O)C2(O)c3ccccc3-c3ccccc32)o1	1	-8	-9	3	-1	-4	-1	2	1	-0.6
CC(=O)NCCc1nc2ccccc2n1CCOc1ccc(C)cc1	-3	-2	0	-5	-1	1	4	-24	14	-0.2
CNC(=O)c1ccsc1NC(=O)c1ccc(S(=O)(=O)N2CCCc3ccccc32)cc1	nt	-5	-2	3	-2	-4	6	nt	5	1.2
COc1ccc(S(=O)(=O)Cc2ccc(C(=O)NC3CC3)o2)cc1	nt	-8	-3	-2	-1	-4	3	1	-12	-0.4
CCOc1ccc(/C=N/OCC(=O)NCc2cccs2)cc1	0	-9	nt	11	2	-6	14	9	-22	1.9
CCOC(=O)/C=C1\CC(=O)Nc2nonc2N1	1	-8	nt	-2	-6	-2	14	-9	-4	-3.0
C=CCNC(=S)NNC(=O)COc1ccc2cc(Br)ccc2c1	3	12	10	0	-5	5	8	75	18	1.2
NC(=O)CN1CCN(C(=O)Nc2ccccc2)CC1	nt	20	1	0	-3	1	7	2	-20	1.8
Cc1cc(C)c2c(=O)[nH]c(SCC(=O)Nc3ccc(Br)cc3)nc2n1	-1	-4	-1	-3	2	15	-8	-8	nt	-0.4
C#CCn1cc(C=C2C(=O)c3ccccc3C2=O)c2ccccc21	-1	-18	-1	0	2	-6	7	-4	-2	0.6
COc1ccc(-c2nc(CS(=O)CC(=O)NCCc3ccc(OC)c(OC)c3)c(C)o2)cc1 (centres undefined)	2	-3	-4	-2	-1	-9	-29	-5	28	-0.2
N/C(=N\OC(=O)c1cccc(C(F)(F)F)c1)c1cnccn1	0	11	22	3	4	-6	-12	74	-14	-2.4
Cc1ccc(S(=O)(=O)N2CCN(C(=O)c3ccc(COc4ccccc4)o3)CC2)cc1	-2	-2	2	1	2	-7	-5	3	-36	-0.6
CC1=C(C(=O)Nc2ccc(C(=O)NCCCN3CCCCC3)cc2)SCCO1	-4	1	0	-1	-2	1	-5	4	7	0.8
COc1ccc(NS(=O)(=O)c2ccc(C)c(C(=O)NCC(c3ccco3)N(C)C)c2)cc1 (centres undefined)	2	4	1	-2	9	8	-24	2	-2	1.3
O=C(CN1CCN(c2ccccn2)CC1)Nc1ccc(F)cc1F	0	-12	1	1	-3	-6	9	30	-5	1.5
Cc1ccc(NC(=O)COC(=O)c2ccc(S(=O)(=O)NCc3ccco3)cc2)cc1	-11	-4	-3	2	0	?	-27	4	1	0.1
CCOc1cccc(OCCOc2ccccc2[N+](=O)[O-])c1	1	-5	nt	1	3	-2	15	?	30	0.3
CC(=O)N(c1ccc(Cl)cc1)c1cn(C(C)=O)c2ccccc12	-7	6	-1	-2	2	-2	-31	-2	nt	-0.5
COc1cccc(S(=O)(=O)NCc2ccc(C(=O)NCC3CCCO3)cc2)c1 (centres undefined)	0	-6	nt	-1	0	-4	13	-9	15	0.3
CCCCN1CC(COCc2ccccc2)Oc2cccc(Oc3ccccc3)c2S1(=O)=O (centres undefined)	nt	8	-2	-1	1	-6	-3	2	31	1.1

Later entries.
SMILES	NSD2 HMT inh	PvdQ inh	Wnt bcat act	V-ATPase pHluor	HTR5A ag ctr	dFosB activator	HTR5A inv ag	MITF act	SR-BI HDL uptake	CDK5 inh
O=C1/C(=C/c2ccc(O)c(O)c2)Oc2cc(O)ccc21	nt	-5	6	0	-6	-4	-8	79	0	5.4
CC(C)C(=O)OCC(=O)NCc1ccccc1Cl	-2	-2	-2	2	-4	9	10	12	-15	-0.4
C=CC(C)(C)c1c(O)c(CC=C(C)C)c(O)c2c(=O)c3ccc(O)c(O)c3oc12	nt	-7	nt	2	-3	-10	6	nt	123*	0.4
Cc1ccc(S(=O)(=O)NCCNC(=O)c2cc(OCC(F)(F)F)ccc2OCC(F)(F)F)cc1	nt	-14	-10	4	1	-3	-10	nt	24	0.3
C=CCn1nnnc1SCC(=O)Nc1ccc(C(=O)OC)cc1	0	-18	4	0	8	-3	8	2	-11	-3.8
C[C@@H]1CN([C@@H](C)CO)C(=O)Cc2cc(NC(=O)Nc3ccc(C(F)(F)F)cc3)ccc2O[C@@H]1CN(C)S(=O)(=O)c1ccc(Cl)cc1	nt	-8	-20	-3	15	-1	-41	-43	-90	1.8
Cc1ccc(C(=O)NNC(=O)C(C)Sc2nc(N)cc(N)n2)cc1 (centres undefined)	-2	0	-1	-1	-2	-9	5	nt	-13	-0.1
CCC(C)(C(=O)NC1CCCCC1)N(Cc1ccco1)C(=O)c1ccccn1 (centres undefined)	-14	-1	nt	-2	-4	0	-8	nt	-5	-0.2
O=C(c1ccc(OC(F)(F)F)cc1)c1ncc[nH]1	3	8	nt	0	0	-7	0	76	-19	-0.1
CC(C)c1c(C#N)c(N)nc(SCC(=O)c2cc3ccccc3oc2=O)c1C#N	0	-7	-5&0	4	-3	-3	-37	-8	0	0.0
CN(C)C(CNC(=O)c1cc(S(=O)(=O)N(C)c2ccc(F)cc2)ccc1Cl)c1ccco1 (centres undefined)	2	-7	4	-5	-1	-9	-2	-10	-32	1.0
CNC(=O)C1(C)C=CCN1C(=O)c1ccccc1 (centres undefined)	nt	-4	2	3	-5	3	14	16	-20	1.2
CC(OC(=O)c1ccc(S(=O)(=O)N2CCCCC2)cc1)C(=O)NC1CCCCC1C (centres undefined)	-5	-11	0	2	0	0	-1	0	-15	-4.0
CCN1C(=O)/C(=C\N2CCOCC2)SC1=S	-1	0	nt	-1	2	-6	-8	7	-15	-1.2
Clc1ccccc1-c1nn2c(-c3ccncc3)nnc2s1	nt	-12	nt	4	5	-27	-11	51	-6	0.6
Cc1ccc(-n2c(C)nn(CC#N)c2=O)cc1	-1	11	1	-2	3	-5	-9	-2	-11	0.5
NC(N)=NCCCC(NC(=O)c1ccccc1)C(=O)Nc1ccc([N+](=O)[O-])cc1 (centres undefined)	nt	-12	3	0	0	-1	-36	-13	2	-0.2
O=C(O)Cn1c2c(c3ccccc31)CCCC2	7	-8	nt	-1	-1	-3	-6	2	-20	0.9
Cc1cc(C)cc(NC(=O)COc2coc(CN3CCc4ccccc4C3)cc2=O)c1	1	-10	-1	1	-2	1	7	-5	32	0.2
Cc1ccc(S(=O)(=O)N2CCCC2C(=O)N(C)Cc2cccs2)cc1 (centres undefined)	-2	-10	-4	3	2	-5	-6	-8	-21	2.3
Cc1ccc(S(=O)OCC(=O)Nc2cc(Cl)ccc2N2CCOCC2)cc1 (centres undefined)	0	-15	-5	3	-1	-7	-21	-5	23	-0.9
C/C(N)=C(/C#N)C(=O)COC(=O)c1ccc(OCC2CCCO2)cc1 (centres undefined)	4	-4	13	-5	7	-5	-21	8	nt	-3.7
Cc1cccc(OCC(=O)Nc2cc(S(=O)(=O)N3CCOCC3)ccc2N2CCCC2)c1C	-3	11	-5	-4	-1	-11	4	1	5	0.2
NC(=O)c1cc([N+](=O)[O-])ccc1NCc1ccc(C(=O)O)cc1	nt	-12	0	4	-1	-6	17	4	7	11
COc1ccccc1-c1oc2ccccc2c1-c1ccc2cc[nH]c2c1	nt	-18	-3	2	3	-1	-20	1	80*	-0.7

Other results.
SMILES	NSD2 HMT inh	PvdQ inh	Wnt bcat act	V-ATPase pHluor	HTR5A ag ctr	dFosB activator	HTR5A inv ag	MITF act	SR-BI HDL uptake	CDK5 inh
CC(OC(=O)c1nsc(Cl)c1Cl)C(=O)NC(C)(C)C (centres undefined)	6	-7	4	10	-4	0	-22	-9	-20	-2.2
COc1c(O)ccc2c1CN1CCc3cc4c(cc3C1C2)OCO4 (centres undefined)	nt	-1	2	4	3	-1	4	5	40	0.3
NS(=O)(=O)c1ccc(CCNS(=O)(=O)c2ccc(Cl)cc2)cc1	0	6	1	0	3	-2	-10	-6	-18	1.3
CCn1c(-c2cc(-c3cc(OC)ccc3OC)nc3ccccc23)n[nH]c1=S	-6	-9	-3	-2	3	-9	-2	-12	45	0.0
COc1ccc(C)cc1S(=O)(=O)N1CCCC(C(=O)N2CCOCC2)C1 (centres undefined)	-4	-6	-3	-2	0	1	2	0	-16	-1.0
NC(=O)C1(c2ccccc2)OC1c1ccccc1 (centres undefined)	nt	-7	6	15	1	-2	3	19	-14	0.3
Cc1cc(NC(=O)Cn2nnc(-c3ccccc3NC(=O)c3ccccc3F)n2)no1	-5	-14	-3	-4	-2	-7	7	16	nt	1.7
Cc1nn2c(N)c(-c3ccccc3)cnc2c1-c1ccccc1	nt	-8	-1	4	6	-3	-10	nt	22	-1.8
Cc1c(N=c2scc(-c3ccccc3)n2C)c(=O)n(-c2ccccc2)n1C	5	-7	2	1	1	-8	-4	-3	-5	-0.2
CC1CCCCC1NC(=O)c1ccncc1 (centres undefined)	0	-6	1	4	-1	4	3	-2	2	2.1
CC(C)(C)NC(=O)CN(C(=O)c1csnn1)c1cccc2c1CCCC2	-2	-12	-1	-2	2	-5	3	-3	-5	-3.7
O=C(Sc1ccc(Cl)cc1)c1cccc(Cn2cc(C(F)(F)F)ccc2=O)c1	0	2	-13	5	-4	-15	-9	2	-4	-0.5
CNC(=S)NCCc1cc2c(OC)ccc(OC)c2[nH]c1=O	2	-12	0	2	-4	1	11	6	-3	1.1
COc1ccc(S(=O)(=O)N2CCCCC2)cc1NC(=O)CNc1ccccc1N1CCCC1=O	1	-10	-3	0	-3	-8	11	0	58	-1.0
O=C(CNCC1CCCO1)N1CCCc2ccccc21 (centres undefined)	0	-11	7	1	2	5	9	4	9	1.5
CCN(/N=C/C=C/c1ccccc1)c1cc(=O)n(C)c(=O)[nH]1	-1	1	6	nt	2	2	10	0	21	-1.5
CCCC(C(=O)Nc1cccc(S(=O)(=O)N2CCCC2)c1)c1ccccc1 (centres undefined)	0	-5	1	0	3	-16	-8	0	29	0.5
O=C(COc1ccc(Br)cc1CO)Nc1ccccc1	-2	-3	31*	0	0	0	0	nt	-8	-0.8
Cn1c(/C=N/n2cnnc2)nc2ccccc21	nt	-3	3	0	8	6	-8	-18	-48	0.1
CC(NC(=O)COc1ccc(-c2ccccc2)cc1)C1CCCO1 (centres undefined)	22	-12	0	0	5	-7	-3	10	8	1.2
CCOC(=O)c1cc(NC(=O)COc2ccc([N+](=O)[O-])cc2)cc(C(=O)OCC)c1	2	6	-6	1	-3	-7	-8	-15	-8	-1.4
Cc1occc1C(=O)NN=C1C2CC3CC(C2)CC1C3	-8	1	7	-3	-1	2	-11	nt	-7	-3.4
